MEKK2 WT-MEK5: modulators of MEK5 binding to wildtype MEKK2, primary screen, biochemical, multiplex bead flow cytometry, Alexa488-MEK5 | Alexa488-MEK5 binding to MEKK2 WT; actives lie on both sides | binding response (% of control), % at 10 µM | 1.1% of 290,000 active; in the data active means binding response below about 67% or above about 130%
CRFR2-BP antag: antagonists of CRF-BP/CRF-R2 complex, primary screen, cell-based, HEK293, calcium dye fluorescence, uHTS. 0.59% of 350,000 active. CRF-induced calcium fluorescence. inhibition, % at 11.8 µM. AID 588475, 2011;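 active means inhibition of the ligand-induced calcium signal above about 50% at the single tested concentration, limit read from the data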
MEKK2 mut-MEK5: MEK5 binding signal on mutant MEKK2 PB1, primary screen, biochemical, multiplex bead flow cytometry, Alexa488-MEK5. AID 1530, 2009. percent response, % at 10 µM. 0.35% of 290,000 active. Alexa488-MEK5 binding to MEKK2 mutant; in the data active means percent response above about 24%, passing the limit was not always enough; further: inactives centre near 1; some results filed as inactive read as strong as hits; reference of the scale not given here
HCV NS3 hel inh: inhibitors of HCV NS3 helicase, primary screen, biochemical, Cy5 molecular beacon fluorescence; Hepatitis C virus NS3 helicase; NS3 helicase DNA unwinding; inhibition, % at 10.9 µM; 0.56% of 290,000 active; AID 1800, 2009;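 active means inhibition above the mean of all tested compounds plus 3 SD, set per campaign, cut at about 35% in these data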;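 further: 0% = DMSO wells and 100% = thioflavine S control wells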
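Assay system: hepatitis C virus NS3 helicase domain fragment enzyme. Also added: annealed dual-labelled DNA beacon duplex, ATP-started. Timing: 1 h reaction at 25 °C, ATP-initiated. Technique: Cy5 fluorescence at 0 and 60 min, beacon hairpin quenching. Evaluation: % inhibition of unwinding. Replication: one well per compound.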
DNA FID counter: compounds displacing fluorescent DNA intercalator, primary screen, artefact control for HCV NS3 helicase inhibitor project, biochemical, FID fluorescence; DNA fluorescent intercalator displacement; inhibition, % at 7.9 µM; 0.17% of 290,000 active; in the data active means inhibition above about 37%;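 further: 0% = vehicle and 100% = reference compound; higher means more ethidium bromide displaced from hairpin DNA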
GalR3 antag: GalR3 antagonists in HEK293 cells, primary screen, cell-based, fluorescence readout | inhibition, % at 3 µM | 0.44% of 360,000 active | AID 651719, 2012 | Galanin receptor type 3 (Homo sapiens), O60755 | HEK293 GalR3-CNG cAMP membrane potential fluorescence; galR3 body fused to GalR1 C-terminus;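 active means inhibition above the screen-wide average plus 3 SD, cut at about 13% in these data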;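 further: forskolin and galanin both at EC90 stimulate the cells; cAMP rise reported by CNG channel membrane potential dye signal; 0% = forskolin plus galanin with DMSO and 100% = forskolin alone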
Target sequence (O60755 1-299 limits assumed): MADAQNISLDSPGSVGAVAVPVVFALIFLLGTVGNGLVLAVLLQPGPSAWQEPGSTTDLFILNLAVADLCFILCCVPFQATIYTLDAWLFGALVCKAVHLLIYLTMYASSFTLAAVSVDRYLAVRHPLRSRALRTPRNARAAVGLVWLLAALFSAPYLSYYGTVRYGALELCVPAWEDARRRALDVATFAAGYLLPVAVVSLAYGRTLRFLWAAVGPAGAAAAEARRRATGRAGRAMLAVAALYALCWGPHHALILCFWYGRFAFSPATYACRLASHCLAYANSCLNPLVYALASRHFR
MEKK3 PB1 HTS: modulators of MEKK3-MEK5 PB1 binding, primary screen, biochemical, wildtype MEKK3, multiplex bead flow cytometry, Alexa488-MEK5; Mitogen-activated protein kinase kinase kinase 3 (Homo sapiens), Q99759; bead-based flow cytometry, Alexa488-MEK5 binding to MEKK3; actives lie on both sides; 0 = blocked by unlabeled MEK5, 100 = vehicle; binding response (% of control), % at 10 µM; 1.4% of 290,000 active; AID 1529, 2009;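 active means binding response more than 3 SD above or below the average of its plate-row segment, actives on both sides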;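 further: Alexa488 bead fluorescence after subtracting the streptavidin-only scavenger bead signal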
Target sequence (Q99759 whole entry, looked up): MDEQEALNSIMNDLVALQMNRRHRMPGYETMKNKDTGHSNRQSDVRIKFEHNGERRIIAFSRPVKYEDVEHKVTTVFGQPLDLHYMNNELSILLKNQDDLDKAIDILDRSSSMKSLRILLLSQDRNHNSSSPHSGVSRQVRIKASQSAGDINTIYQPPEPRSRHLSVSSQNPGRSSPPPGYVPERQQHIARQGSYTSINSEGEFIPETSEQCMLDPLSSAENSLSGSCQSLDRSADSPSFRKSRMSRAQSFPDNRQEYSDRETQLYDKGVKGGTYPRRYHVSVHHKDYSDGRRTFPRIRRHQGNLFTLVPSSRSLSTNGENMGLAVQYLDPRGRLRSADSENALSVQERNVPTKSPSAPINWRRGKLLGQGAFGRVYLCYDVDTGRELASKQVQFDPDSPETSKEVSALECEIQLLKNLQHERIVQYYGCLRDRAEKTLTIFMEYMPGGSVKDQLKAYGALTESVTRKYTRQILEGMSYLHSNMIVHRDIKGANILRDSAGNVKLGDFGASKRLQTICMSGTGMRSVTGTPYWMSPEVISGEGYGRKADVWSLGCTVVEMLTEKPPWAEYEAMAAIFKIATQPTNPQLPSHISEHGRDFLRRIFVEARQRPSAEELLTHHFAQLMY
SUMO HTRF inh: inhibitors of in vitro SUMOylation cascade, primary screen, biochemical, HTRF, uHTS. SUMO-conjugating enzyme UBC9 (Homo sapiens), P63279. inhibition, % at 35 µM. AID 2006, 2009. 0.36% of 290,000 active. HTRF SUMOylation assay, SAE1/SAE2 + UBC9; in the data active means inhibition above about 50%, passing the limit was not always enough; further: strong numbers were not always called active
Target sequence (P63279 whole entry, looked up): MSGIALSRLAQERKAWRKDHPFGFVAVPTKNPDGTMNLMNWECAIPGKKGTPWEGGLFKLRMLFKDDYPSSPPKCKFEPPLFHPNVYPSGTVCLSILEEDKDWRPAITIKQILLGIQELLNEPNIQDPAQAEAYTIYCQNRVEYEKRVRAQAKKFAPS
CRFBP-R2 agonist: agonists of CRF-BP/CRF-R2 complex, primary screen, cell-based, HEK293, calcium dye fluorescence, uHTS; CRF-binding protein / CRF receptor 2 complex (human); calcium dye fluorescence (FLIPR); percent of saturating CRF peptide response; activation, % at 13.2 µM; 0.46% of 350,000 active;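 active means activation of at least 50%, plus an integration ratio under a set limit after plate pattern correction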;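 further: plate controls were neutral control wells without compound for no effect and CRF at EC100 for full effect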
Numbers without * were called inactive; · = no result given; & = joins results of further samples; [ ] = another dose, or the depositor's remark. This is a subset (hit frequency here may not be typical).

Each structure is followed by: MEKK2 WT-MEK5	CRFR2-BP antag	MEKK2 mut-MEK5	HCV NS3 hel inh	DNA FID counter	GalR3 antag	MEKK3 PB1 HTS	SUMO HTRF inh	CRFBP-R2 agonist
> CCC(=O)N1CCN(c2ccc(Cl)cc2NC(=O)c2ccc(N3CCCC3)c([N+](=O)[O-])c2)CC1
 : 96.0	4.3	-2.0	-11.9	-6.2	-6.0	96.0	22.1	-2.0
> Cc1cc(C)n(-c2nncn2/N=C/c2ccccc2F)n1
 : 87.0	0.0	-2.0	-1.5	2.1	-6.5	88.0	25.3	-0.9
> CC(C)(C)n1nnnc1C(c1cccnc1)N1CCOCC1 (stereo not drawn)
 : 98.0	2.3	-6.0	-1.2	-2.8	-4.8	99.0	11.9	-0.8
> CC1CCN(c2ccc(C(=O)Nc3ccc4c(c3)OCO4)cc2[N+](=O)[O-])CC1
 : 115.0	5.6	0.0	-23.3	-2.2	-4.2	104.0	-11.8	-0.5
> Clc1ccccc1OCc1nc(-c2ccccn2)no1
 : ·	36.9	·	-10.6	-4.7	-3.0	·	-5.0	-1.9
> Cc1cc(C)n(CC(=O)Nc2ccc(N3CCOCC3)c(Cl)c2)c(=O)c1C#N
 : 104.0	-1.9	-2.0	-6.2	-11.2	-0.7	100.0	10.5	-1.4
> CC(=C/c1ccco1)/C=N/NC(=O)c1nnn(-c2nonc2N)c1CN(C)C
 : 111.0	-0.1	0.0	9.8	3.5	-6.5	124.0	22.3	-1.2
> N/C(=N\OC(=O)Cc1ccccc1)c1ccc([N+](=O)[O-])cc1
 : 98.0	24.9	1.0	-2.5	-0.8	3.3	100.0	-23.1	-1.3
> CCCCSc1cc(=O)[nH]c(N)n1
 : 81.0	15.2	-20.0	-12.4	1.0	2.9	70.0*[inhibitor]	27.9	0.1
> CCn1c(-c2ccncc2)n[nH]c1=S
 : 70.0	3.0	-26.0	6.8	1.7	-7.8	67.0	8.3	-0.6
> Cc1nc2c(C)cccc2c2c1COC2
 : 94.0	-9.4	0.0	-1.1	1.3	-0.7	97.0	15.1	0.3
> O=C(CCC(=O)Nc1cccc([N+](=O)[O-])c1)NCc1ccccc1
 : 100.0	-0.5	-2.0	-2.2	-3.9	-8.5	100.0	-0.6	-0.3
> O=C1CC(SCCc2nc3ccccc3[nH]2)C(=O)N1c1ccc(Cl)cc1 (stereo not drawn)
 : 104.0	2.4	18.0	10.6	-13.9	0.1	101.0	-16.4	-1.7
> CCn1c(COc2ccccc2C)nnc1SCC(=O)Nc1cc(C)on1
 : 103.0	8.9	-1.0	-4.2	0.9	4.0	99.0	27.4	3.5
> O=C(NN1C(=O)/C(=C/c2cccs2)SC1=S)c1ccccc1
 : 89.0	14.9	3.0	12.2	8.7	·	95.0	-4.0	-0.8
> CC1Cc2ccccc2N1C(=S)NC(=O)c1ccco1 (stereo not drawn)
 : 66.0	12.8	-12.0	-0.2	-5.9	0.4	61.0	-0.3	-3.6
> O=C(O)CCCCCN1C(=O)CSC1=S
 : 97.0	6.7	-1.0	14.2	-12.0	4.4	99.0	11.4	0.1
> Clc1cccc(Cl)c1C[n+]1ccc2ccccc2c1
 : 105.0	-13.2	1.0	-3.6	1.2	-8.6	103.0	9.9	18.2
> CCOC(=O)N1CCN(C(=O)c2ccc3c(c2)N=C(C)c2cc(Cl)ccc2S3)CC1
 : 92.0	11.6	-8.0	-0.8	-48.5	9.4	92.0	-12.5	0.3
> COc1ccc(-c2csc(N3CCN(c4cc(C)nc5ccccc45)CC3)n2)cc1OC
 : 127.0	-4.0	4.0	-55.2	18.4	-7.0	91.0	0.8	-0.1
> CC(C)C(=O)Nc1ccc(C(=O)NNC(=O)c2ccco2)cc1
 : 99.0	15.4	-2.0	-8.7	7.1	-5.2	93.0	-10.6	-4.2
> O=C(Nc1nccs1)c1ccc(COc2ccccc2)o1
 : 97.0	-1.8	1.0	20.1	-9.3	-7.0	94.0	6.9	0.5
> CC(=O)c1cccc(NC(=S)N2CCN(c3ccccn3)CC2)c1
 : 96.0	5.3	-5.0	-9.0	-19.4	-1.3	103.0	6.6	-9.1
> O=[N+]([O-])c1ccc(N/N=C2/CCCCC2c2ccccn2)c([N+](=O)[O-])c1 (stereo not drawn)
 : 101.0	10.1	3.0	-8.6	4.8	-4.7	115.0	2.6	-0.2
> CCOc1cccc(/C(O)=C2/C(=O)C(=O)N(Cc3cccnc3)C2c2ccco2)c1 (stereo not drawn)
 : 92.0	4.0	0.0	8.4	-18.5	-3.9	92.0	21.6	0.2
> O=C(CC12CC3CC(CC(Br)(C3)C1)C2)Nc1nncs1
 : 95.0	-15.5	-3.0	-2.7	-17.9	-10.8	100.0	3.2	-0.5
> CN(Cc1ccccc1)C(=O)COC(=O)c1ccc2ccccc2n1
 : 91.0	-5.8	-5.0	-2.4	-14.3	-3.5	95.0	-10.1	-2.5
> COc1ccc(S(=O)(=O)N2CCc3ccccc32)cc1C(=O)OCc1nnc(-c2ccccc2)o1
 : 100.0	-5.9	3.0	6.0	-5.9	-3.0	103.0	10.3	1.5
> COC(=O)c1cc2nc(-c3ccc(OC)c(OC)c3)cc(C(F)(F)F)n2n1
 : 93.0	13.4	-11.0	-0.4	-1.9	0.0	90.0	9.3	-2.5
> CCOC(=O)CNC(=S)N(CCCN1CCCC1)Cc1cccs1
 : 101.0	-8.7	-5.0	3.5	11.0	-4.6	100.0	-10.6	0.2
> O=C(Nc1ccccc1)Nc1ccccn1
 : 100.0&97.0	8.2	2.0&-9.0	-1.8&1.0	-2.5&0.3	-6.2	101.0&99.0	5.5&9.9	-1.0
> Cc1c(NC(=O)c2ccc3c(c2)C(=O)N(Cc2ccco2)C3=O)cccc1C(=O)O
 : 108.0	-28.1	-46.0	-5.9	-5.5	-3.5	95.0	-8.9	5.5
> Cc1ccc(CNC(=O)C2CCC(=O)N(C3CCCC3)C2)c(F)c1F (stereo not drawn)
 : 107.0	13.2	4.0	0.7	-22.6	-9.9	103.0	2.6	-1.1
> O=C(N/N=C/c1cccc(O)c1)c1ccc2c(c1)OCCO2
 : 101.0	-13.1	-2.0	5.0	-4.1	-1.2	100.0	-5.4	-2.1
> CCOC(=O)c1c(C)nc(C)c(C(=O)OCC)c1-c1ccccc1
 : 96.0	-5.5	11.0	5.6	-32.1	·	104.0	-1.8	-3.1
> CC(C)[C@H](N[C@@H](C)c1ccccc1)c1c(O)ccc2ccccc12
 : 101.0	13.0	1.0	-20.8	3.0	-1.2	103.0	-5.0	-4.5
> Cc1cccc(N2CCN(c3nc4ccccc4n4cnnc34)CC2)c1C
 : 105.0	-9.5	11.0	-2.2	-0.6	1.9	112.0	26.6	-1.0
> O=C(Nc1ccncc1)c1ccc2ccccc2c1
 : 86.0	-17.3	-12.0	-5.5	9.7	2.1	95.0	8.6	0.9
> Nc1ccc2oc(C3CCCCC3)nc2c1
 : 91.0	-7.5	-8.0	4.2	-5.8	3.1	96.0	19.0	-1.0
> CC(C)Cn1cnc2c1c(=O)n(CC(=O)Nc1ccc3c(c1)OCO3)c(=O)n2Cc1ccccc1
 : 114.0	9.7	2.0	1.9	-3.8	-4.3	111.0	-19.6	-3.7
> CC(C)(C)c1ccc(OCCNC(=O)Cc2ccc(F)cc2)cc1
 : 105.0	2.4	5.0	2.1	-17.4	-6.4	108.0	1.6	-1.7
> CCOc1cc(NC(=O)c2ccccn2)c(OCC)cc1NC(=O)c1ccc(OC)cc1
 : 103.0	-11.4	-2.0	7.5	0.7	-4.0	102.0	21.6	-0.7
> CCOc1ccc(N(C)S(=O)(=O)c2cnc[nH]2)cc1
 : 97.0	1.9	-3.0	4.4	1.2	-8.7	97.0	4.1	-0.5
> CN1CCN(C(=S)NCCc2ccccc2)CC1
 : 104.0	4.7	3.0	-6.3	9.9	-9.4	98.0	6.7	-0.7
> O=C(c1cnn2c(C(F)F)cc(-c3ccccc3)nc12)N1CCOCC1
 : 106.0	19.8	6.0	-2.5	3.4	-1.8	111.0	28.4	-3.6
> CCC(CC)C(=O)Nc1cccc(SC)c1
 : 82.0	·	-12.0	-4.2	1.5	-5.8	92.0	10.9	·
> CS(=O)(=O)N(CCc1ccccc1)CC(=O)N1CCCC1
 : 103.0	5.8	4.0	16.0	-5.2	2.0	99.0	-2.7	0.2
> CCNC(=S)N/N=C/c1sc(N2CCCCC2)nc1-c1cccs1
 : 103.0	-28.1	5.0	-2.4	-3.5	-4.9	112.0	-4.3	13.6
> COCCn1c(SCC(=O)N2CCc3ccccc3C2)nc2ccccc2c1=O
 : 104.0	23.6	0.0	4.8	-25.2	-1.0	104.0	4.6	-2.6
> O=c1c(-c2ccccc2)c(O)nc(SCCN2CCOCC2)n1-c1ccccc1
 : 93.0	18.5	-2.0	18.0	2.0	0.5	89.0	2.3	1.7

(listing goes on)
Each structure is followed by: MEKK2 WT-MEK5	CRFR2-BP antag	MEKK2 mut-MEK5	HCV NS3 hel inh	DNA FID counter	GalR3 antag	MEKK3 PB1 HTS	SUMO HTRF inh	CRFBP-R2 agonist
> O=C(CCCn1c(=S)[nH]c2ccccc2c1=O)NCc1ccco1
 : 96.0	-16.0	0.0	2.2	-5.4	-0.7	96.0	-14.0	0.3
> Cc1nnc(C)c2c(C)n(-c3ccc(Cl)c(N)c3)c(C)c12
 : 109.0	-2.0	4.0	-20.3	-2.3	-9.6	102.0	7.4	0.0
> O=S(=O)(Cc1ccc(Cl)cc1)c1ccccc1-c1nnc(-c2ccc(Cl)cc2)o1
 : ·	2.8	·	-2.7	0.3	-5.5	·	6.3	8.5
> CCOC(=O)Cc1csc(SCC(=O)Nc2cc(Cl)ccc2Oc2ccccc2)n1
 : 99.0	26.1	-4.0	0.2	-21.4	-9.6	101.0	6.4	9.3
> O=C(c1ccc(F)cc1Cl)N1CCN(CCc2ccccc2)CC1
 : 100.0	-27.2	-3.0	4.4	-27.1	-5.9	101.0	-4.6	20.0
> Cc1noc(C)c1CSc1nnc(-c2ccccc2)n1N
 : 105.0	-5.2	13.0	1.3	-13.6	-3.6	100.0	16.3	-0.6
> COc1ccc(-c2cn3cccc(C)c3n2)cc1F
 : 90.0	2.3	-4.0	7.2	1.0	-0.1	99.0	27.1	2.5
> CCSc1ccccc1C(=O)Nc1ccc([N+](=O)[O-])cc1OC
 : 93.0	3.8	-5.0	-12.4	1.7	-7.6	96.0	0.4	0.7
> Cc1cc(C)cc(N2C(=O)C3C4C=CC(C4)C3C2=O)c1 (stereo not drawn)
 : 99.0	-5.1	0.0	-3.5	-1.9	-1.8	98.0	-1.4	0.0
> NC(=O)c1cc2ccccc2o/c1=N/NC(=O)c1cccc(F)c1
 : 107.0	-21.8	9.0	4.2	-26.1	-1.9	107.0	0.1	-6.1

Three of the entries above in order of the MEKK3 PB1 HTS value, high to low:
smiles | MEKK3 PB1 HTS
NC(=O)c1cc2ccccc2o/c1=N/NC(=O)c1cccc(F)c1 | 107.0
CCOC(=O)Cc1csc(SCC(=O)Nc2cc(Cl)ccc2Oc2ccccc2)n1 | 101.0
Cc1cc(C)cc(N2C(=O)C3C4C=CC(C4)C3C2=O)c1 (stereo not drawn) | 98.0
